# AGP1-GFP MLPCN = modulators of AGP1-GFP expression in yeast TOR pathway, primary screen, cell-based, multiplex flow cytometry, S. cerevisiae, MLPCN library | 3 h; GFP as percent of DMSO wells | GFP response vs DMSO, % at 10 µM | hit rate 0.02% among 320,000;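 active = GFP response relative to DMSO above a set limit, near screen average plus 3 SD, cut at about 150% in these data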;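 note: median GFP channel fluorescence of the gated AGP1 strain per well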
# VLA-4 inh = inhibition in human VLA-4 binding assay, primary screen, VLA-4 allosteric modulator project, MLPCN library, flow cytometry, VLA-4 expressing cells | ligand binding flow cytometry | inhibition, % (about 7 µM as worked out from the volumes in the protocol) | hit rate 0.2% among 330,000; in the data active = inhibition above about 50%
# Bcl-xL primary = inhibitors of human Bcl-xL, primary screen, biochemical, fluorescence polarization, HTS; Bcl-2-like protein 1 (Homo sapiens), Q07817; GST-Bcl-xL / FITC-Bim BH3 peptide fluorescence polarization; inhibition, % at 10.9 µM; hit rate 0.7% among 320,000;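 active = inhibition above the mean of all tested compounds plus 3 SD, cutoff set per campaign, cut at about 30% in these data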;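 note: 0% = DMSO wells and 100% = unlabeled Bim-BH3 peptide competitor; inhibitors lower millipolarization by displacing the labeled peptide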
# Target sequence (Q07817 whole entry, looked up): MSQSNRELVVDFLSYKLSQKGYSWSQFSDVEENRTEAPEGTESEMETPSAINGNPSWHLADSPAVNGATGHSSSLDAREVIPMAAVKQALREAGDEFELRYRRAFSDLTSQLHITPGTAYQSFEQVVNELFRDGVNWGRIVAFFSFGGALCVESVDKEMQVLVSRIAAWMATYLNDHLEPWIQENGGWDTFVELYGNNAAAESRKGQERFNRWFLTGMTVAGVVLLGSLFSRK
# GLD-1 TGE inh = GLD-1/TGE RNA complex disruptors, primary screen, biochemical, fluorescence polarization. purified GLD-1 + fluorescein TGE RNA. inhibition, % at 5.96 µM. hit rate 0.44% among 320,000. AID 2280, 2010;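 active = percent inhibition above a per-plate cutoff, the plate mean of test compounds plus 3 SD, cut at about 30% in these data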;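 note: 0% = DMSO wells with GLD-1 and probe and 100% = wells lacking GLD-1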
# CR mimetic SO = reduction of superoxide in aged yeast, primary screen, HTS. hit rate 0.18% among 330,000. S. cerevisiae aged cells, superoxide DHE fluorescence; active compounds read low. superoxide response (% of plate mean), % at 10 µM;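 active = superoxide response under a set limit, about three screen SD below normal, cut at about 65% in these data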;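 note: yeast aged for seven days with compound at 30 °C before DHE staining; 100% = average MFI of all compound-treated wells on the plate with controls excluded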
# GRK2 inh = compounds blocking aptamer binding on GRK2 – biochemical, human GRK2, bead flow cytometry, HTS, primary screen; Beta-adrenergic receptor kinase 1 (Homo sapiens), P25098; FAM-aptamer displacement from GRK2; inhibition of aptamer binding, % at 10 µM; hit rate 0.59% among 330,000;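 active = inhibition of aptamer binding above 40%, roughly 3 SD of noise, on plates passing a quality check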;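 note: median bead fluorescence of bound FAM aptamer so fluorescent compounds give negative values; no value below 0 was filed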
# MEX-5 binding = MEX-5 zinc finger RNA-binding disruptors – biochemical, C. elegans, fluorescence polarization, MLPCN library, primary screen; activity score (negative = inhibition of binding), % at 10 µM; hit rate 0.38% among 300,000; MEX-5/FITC-TCR2 RNA binding; active compounds read low;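 active = inhibition past about -25% in most replicates, and total fluorescence under double the plate's negative control median, limit read from the data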;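 note: 0% = DMSO and -100% = 5 µM competing unlabeled TCR2 RNA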
# Target sequence (Q9XUB2 whole entry, looked up): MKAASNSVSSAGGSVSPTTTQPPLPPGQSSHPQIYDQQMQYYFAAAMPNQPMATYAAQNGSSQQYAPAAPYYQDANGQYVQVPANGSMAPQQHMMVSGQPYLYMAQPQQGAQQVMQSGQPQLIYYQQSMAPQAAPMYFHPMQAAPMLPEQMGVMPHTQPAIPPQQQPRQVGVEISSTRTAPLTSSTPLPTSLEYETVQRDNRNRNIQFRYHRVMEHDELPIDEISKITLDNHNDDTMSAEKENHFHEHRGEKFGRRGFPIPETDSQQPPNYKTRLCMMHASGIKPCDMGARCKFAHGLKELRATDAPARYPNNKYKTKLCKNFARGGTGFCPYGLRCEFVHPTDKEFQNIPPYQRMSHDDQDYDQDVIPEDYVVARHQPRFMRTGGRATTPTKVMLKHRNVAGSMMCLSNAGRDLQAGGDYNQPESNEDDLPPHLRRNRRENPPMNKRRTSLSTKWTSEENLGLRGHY
# MCL1 BIM primary = inhibitors of MCL1 binding to BIM-BH3, primary screen, biochemical, fluorescence polarization. Induced myeloid leukemia cell differentiation protein Mcl-1 (Homo sapiens), Q07820. hit rate 0.68% among 320,000. inhibition, % at 10.9 µM. GST-MCL1 / FITC-Bim-BH3 fluorescence polarization;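 active = inhibition above the mean inhibition of all tested compounds plus 3 SD, set per campaign, cut at about 40% in these data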;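 note: 0% = DMSO wells and 100% = unlabeled Bim-BH3 peptide control; higher means more loss of mP so more displacement of Bim peptide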
# Target sequence (Q07820 whole entry, looked up): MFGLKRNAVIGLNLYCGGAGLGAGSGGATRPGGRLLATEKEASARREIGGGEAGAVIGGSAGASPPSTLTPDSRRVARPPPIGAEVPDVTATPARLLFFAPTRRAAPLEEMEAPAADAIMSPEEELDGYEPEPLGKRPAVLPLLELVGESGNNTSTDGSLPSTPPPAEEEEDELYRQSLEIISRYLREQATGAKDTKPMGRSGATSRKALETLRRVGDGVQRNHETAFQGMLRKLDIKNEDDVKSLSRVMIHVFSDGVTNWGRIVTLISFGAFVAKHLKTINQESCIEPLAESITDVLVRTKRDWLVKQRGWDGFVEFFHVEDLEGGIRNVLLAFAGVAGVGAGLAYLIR
# CIT2 TOR yeast = modulators of CIT2-GFP expression in yeast, primary screen, S. cerevisiae, GFP fusion, multiplex flow cytometry, MLPCN library. hit rate 0.065% among 320,000. S. cerevisiae CIT2-GFP strain, 3 h; 100 means same as DMSO wells. AID 2029, 2009. GFP response vs DMSO, % at 10 µM;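 active = GFP response relative to DMSO above a set limit, near the screen mean plus 3 SD, cut at about 150% in these data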;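 note: ratio of well median GFP fluorescence to mean of DMSO wells on the plate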
# Starred values were filed as active, the others as inactive; / = not tested or not shown.
SMILES,AGP1-GFP MLPCN,VLA-4 inh,Bcl-xL primary,GLD-1 TGE inh,CR mimetic SO,GRK2 inh,MEX-5 binding,MCL1 BIM primary,CIT2 TOR yeast
CN(C)CCCN(C(=O)COc1ccccc1)c1nc2ccc(F)cc2s1,104,-1,-2,3,99,0,-0.2,-4,106
NNC(=O)C1CC1c1ccccc1 (centres undefined),102,-6,5,7,97,3,1.1,7,104
Fc1ccc(-c2nnn(Cc3ccccc3Cl)n2)cc1,105,7,-2,4,96,2,0.9,-2,118
Cc1ccc(C(=O)O)cc1-c1ccc(C=C2C(=O)c3ccccc3C2=O)o1,88,-6,-7,-10,102,35,1.1,-1,104
CCOC(=O)c1sc(NC(=O)C(CC)Sc2nc3ccccc3[nH]2)nc1C (centres undefined),103,6,-1,5,88,1,-2.4,3,104
Cc1cc2c(ncn2C)c(NS(=O)(=O)c2ccc(Cl)cc2)c1C,99,5,0,-8,101,0,1.7,-5,99
Cc1ccccc1NS(=O)(=O)c1ccc(C(=O)N2CCN(c3ccccn3)CC2)cc1,97,-1,7,-12,88,0,-1.1,1,96
Cc1ccc2c(c1)N(CCC(=O)NCCN1CCOCC1)C(=O)CO2,99,12,3,-1,102,0,-0.4,6,98
CNC(=O)/C(=C\c1ccc([N+](=O)[O-])cc1)NC(C)=O,101,12,-1,1,87,0,1.1,2,109
CCN(C(=O)c1cc(S(=O)(=O)N2CCOCC2)cn1C)c1cccc(C)c1,105,-19,4,3,83,2,-2.5,3,105
C=CCn1c(SCC(=O)c2ccc(OC)cc2)nnc1-c1cc2cccc(OC)c2o1,94,11,-7,3,104,0,-1.3,-7,97
COc1cc(OC)cc(-c2cc3cc4c(cc3cn2)OCO4)c1,89,-14,/,14,80,0,/,/,92
CCOC(=O)C1CCN(Cc2cc(=O)oc3cc(C)ccc23)CC1,102,-4,3,-2,110,0,-0.5,1,104
COc1ccc(NC(=O)Nc2cccc(Cl)c2Cl)c(OC)n1,/,-2,5,4,105,0,-1.1,8,/
COc1ccc2c(n1)Sc1nc3ccccc3nc1N2,62,7,0,-54,59*,4,-5.1,-27,74
COc1cc(C(=O)NCCN2CCOCC2)cc(OC)c1OC,98,13,3,-3,97,3,1.2,1,98
Cc1c(C(=O)NCCSCc2ccco2)cccc1[N+](=O)[O-],105,6,-3,5,114,0,1.0,1,102
CC(C)Oc1ccc(S(=O)(=O)N2CCCCC2)cc1NC(=O)CN1CCCC1c1cccs1 (centres undefined),93,7,-6,-1,99,1,/,-4,88
CCc1ccc(NC(=O)C2C3C=CC(C4CC34)C2C(=O)O)cc1 (centres undefined),90,8,8,3,91,1,0.1,11,100
CCCc1cc(=O)[nH]c(SCC(N)=O)n1,102,0,0,-7,109,0,/,-6,98
CC(=O)Nc1ccc(S(=O)(=O)NCCC(=O)N2CCC(Cc3ccccc3)CC2)cc1,108,0,4,1,82,0,/,2,99
CCN(CC)S(=O)(=O)c1cccc(C(=O)OCC(=O)N2CC(=O)Nc3ccccc32)c1,110,1,-1,-3,93,0,0.6,-8,108
COc1ccc(NS(=O)(=O)c2cc(NC(=O)c3ccco3)ccc2N2CCCC2)cc1,107,2,1,-5,94,2,/,6,104
Cc1ccc(S(=O)(=O)N2CCN(C(=O)C3CCCC3)CC2)cc1C,101,10,8,-12,119,2,-2.1,4,102
CCN(CC)C(=O)CSc1nc2ccccc2c(=O)n1CCC(=O)N1CCN(c2ccccc2)CC1,104,7,2,6,90,0,-0.1,-1,110

# Continuation:
SMILES,AGP1-GFP MLPCN,VLA-4 inh,Bcl-xL primary,GLD-1 TGE inh,CR mimetic SO,GRK2 inh,MEX-5 binding,MCL1 BIM primary,CIT2 TOR yeast
COc1ccc(-n2nnnc2SCC(=O)Nc2nnc(C)s2)cc1,102,8,5,6,99,0,0.1,9,92
CN(C)S(=O)(=O)N(CC(=O)N1CCOCC1)c1ccccc1,103,-3,3,4,96,0,-2.4,5,104
COc1ccccc1N(CC(O)CN1C(C)CCCC1C)S(=O)(=O)c1ccccc1 (centres undefined),98,6,5,0,124,4,0.4,0,96
Nc1c(C(=O)Nn2cnnc2)cc([N+](=O)[O-])cc1[N+](=O)[O-],99,8,6,7,95,4,-0.4,16,100
Cc1cccc2cc(C#N)c(NCCNC(=O)NC3CCCCC3)nc12,105,6,5,-3,102,0,-0.6,7,114
CC(=O)N1CCc2cc(S(=O)(=O)NC(CC(C)C)C(=O)N3CCCC3)ccc21 (centres undefined),98,25,0,6,101,3,0.3,1,96
COc1cccc(NC(=O)CSCc2n[nH]c(=O)[nH]2)c1,98,10,1,0,80,2,-2.1,-3,97
COc1ccc(C2=Nn3c(nnc3-c3ccccc3Cl)SC2)cc1OC1CCCC1,101,-23,/,8,111,0,/,/,102
O=C(/C=C/c1cc(Br)ccc1O)c1ccco1,88,22,-2,1,89,1,-1.6,2,70
COc1cccc(C(=O)NCCCNC(=O)c2ccccn2)c1,95,13,1,3,104,1,0.4,6,99
COC(=O)[C@@H](CC(C)C)N(Cc1ccccc1)S(=O)(=O)N(Cc1ccccc1)[C@@H](CC(C)C)C(=O)OC,87,-4,/,9,115,0,/,/,84
CC(=O)c1ccc(N/N=C(/C(N)=O)C2=NC(C)(C)Cc3ccccc32)cc1,90,-24,6,-4,95,0,3.5,5,91
Cc1ccc(C(=O)COC(=O)CNS(=O)(=O)c2ccc(C)cc2)cc1,102,-1,-2,1,97,0,2.7,0,107
Cc1ccc2nc(Cl)c(C3CC(c4cccs4)=NN3C(=O)CCCC(=O)O)cc2c1 (centres undefined),93,2,-4,-6,118,2,-2.3,1,103
O=C(C1=C(O)C(=O)N(Cc2ccco2)C1c1cccc(O)c1)c1ccco1 (centres undefined),100,47,-1,7,90,0,0.2,-8,103
S=c1[nH]nc(COc2ccc(Cl)cc2)n1-c1ccccc1,108,-5,-21,-1,105,3,-0.3,-16,105
Cc1cccc(CN2CCC(CNC(=O)CCNC(=O)Cn3ccc4ccccc4c3=O)CC2)c1,108,16,1,-2,96,0,-0.1,1,117
COc1cccc(C2=CC(c3ccc(OC)c(OC)c3OC)n3nnnc3N2)c1 (centres undefined),86,3,1,8,113,0,-0.2,-3,98
O=C(CC1SC(=O)N(c2ccccc2)C1=O)Nc1ccc(Cl)cc1 (centres undefined),100,-1,6,-4,111,1,-0.9,4,94
Cc1cccc(C)c1Nc1c(-c2ccc(N3CCOCC3)cc2)nc2cnccn12,102,-5,7,6,95,0,2.3,12,98
O=C(O)CSc1nc2ccccc2c(=O)[nH]1,99,6,6,2,100,0,-0.7,4,105
Cc1c(C(=O)OC(C)C(C)C[N+](C)(C)C)oc2ccccc12 (centres undefined),/,9,-21,1,103,3,-1.8,-28,92
COC(=O)[C@]1(C)N[C@H](CN(C)C(=O)Nc2ccc(OC)cc2)[C@@H]2C(=O)N(C)C(=O)[C@@H]21,101,-2,/,-1,98,0,/,/,98
CCOc1cc(C(=O)OCC(=O)Nc2c(C)cccc2C)ccc1OCC(=O)N1CCOCC1,100,-18,4,-1,89,0,1.3,11,104
Cc1ccccc1C(=O)Nc1nnc(-c2ccco2)o1,100,4,3,-1,99,0,-0.6,9,106

# Single values from the entries so far:
# VLA-4 inh result of `COC(=O)[C@]1(C)N[C@H](CN(C)C(=O)Nc2ccc(OC)cc2)[C@@H]2C(=O)N(C)C(=O)[C@@H]21` stands at -2
# CR mimetic SO result of `CCOc1cc(C(=O)OCC(=O)Nc2c(C)cccc2C)ccc1OCC(=O)N1CCOCC1` stands at 89

# The results go on.
SMILES,AGP1-GFP MLPCN,VLA-4 inh,Bcl-xL primary,GLD-1 TGE inh,CR mimetic SO,GRK2 inh,MEX-5 binding,MCL1 BIM primary,CIT2 TOR yeast
N#Cc1ccc(C(=O)Nc2nnc(-c3ccccn3)o2)cc1,99,-4,6,6,100,0,3.3,10,98
CCCc1cc(-c2nc(N)ncc2-c2ccc3c(c2)OCCCO3)c(O)cc1OC,82,-3,-1,4,108,0,-1.2,5,83
Clc1cccc(CSc2ccc(-c3ccco3)nn2)c1,99,14,9,1,97,0,0.6,9,87
Cc1ccccc1Cn1cc(NC(=O)c2cc3nc(-c4ccco4)cc(C(F)(F)F)n3n2)cn1,103,4,12,1,112,1,2.6,6,97
CCOc1ccc(NC(=O)CN(C)C(=O)c2cc([N+](=O)[O-])ccc2N2CCCCC2)cc1OCC,105,-5,-11,-6,124,3,-0.6,-20,85
COC(=O)c1c(NC(=O)C(C)(C)C)sc2c1C(C(=O)OC)CC2 (centres undefined),100,-1,2,1,109,0,1.7,0,97
O=C(CSc1nnc(-c2cccs2)o1)NCC1CN(Cc2ccccc2)CCO1 (centres undefined),95,31,-3,6,116,0,1.7,1,87
COc1ccc(NS(=O)(=O)c2cc(NC(=O)/C=C/c3ccccc3OC)ccc2N2CCCCC2)cc1,97,-7,0,-4,99,0,1.8,-14,100
CC(=O)c1c(C)[nH]c(C(=O)Nc2nc(-c3ccc(Cl)cc3)cs2)c1C,103,24,6,6,86,0,-1.5,-4,103
CC1CCCC(NC(=O)CN2CCN(S(=O)(=O)c3cccs3)CC2)C1C (centres undefined),96,9,-5,3,103,0,/,-8,95
Cc1ccc(C2(C)NC(=O)N(CC(=O)Nc3ccccc3N3CCCC3)C2=O)cc1 (centres undefined),109,5,6,2,93,4,0.2,10,97
CCOC(=O)c1c(NC(=O)C2C3CCC(O3)C2C(=O)O)sc2c1CCC(CC)C2 (centres undefined),107,-8,2,-3,115,0,-0.3,4,100
CCS(=O)(=O)N1CCN(Cc2ccncc2)CC1,104,10,-2,8,105,5,1.2,-2,97
O=C(COC(=O)c1ccc(=O)[nH]c1)Nc1cccc(S(=O)(=O)N2CCOCC2)c1,96,19,2,1,103,19,0.0,4,100
COC(=O)c1cc(NS(=O)(=O)c2ccc(N3CCCCC3)c([N+](=O)[O-])c2)cc(C(=O)OC)c1,/,8,0,6,95,2,0.7,-1,115
CC(=O)c1cccc(NC(=O)C(C)OC(=O)CN2C(=O)NC(C)(C)C2=O)c1 (centres undefined),97,-14,1,0,106,0,/,2,97
O=C1NC(=Nc2ccccc2)SC1(CO)CO,102,7,6,8,89,2,-1.7,5,113
Cc1ccc(S(=O)(=O)N2CCC(=O)N(C(COCc3ccc(Cl)cc3)C(C)C)CC2)cc1 (centres undefined),84,-3,3,-3,94,0,0.3,3,91
COc1ccc(-c2cc(C(F)(F)F)n3nc(C(=O)N4CCCCC4)cc3n2)cc1OC,102,-12,8,0,99,0,2.1,8,105
O=C(CSc1nnc(CNC(=O)c2c(F)cccc2Cl)o1)NCc1ccc(F)cc1,106,7,4,-11,118,1,/,5,104
Cc1ccsc1CNn1cnnc1SCc1ccccc1F,89,-1,-11,0,88,1,-1.8,-2,101
O=C(COc1ccccc1)N/N=C/c1ccc(O[C@@H]2O[C@H](CO)[C@@H](O)[C@H](O)[C@H]2O)cc1,97,-2,2,-3,115,2,0.1,-7,105
Cc1cccc(NC(=O)CSc2nnnn2C)n1,101,12,4,-1,101,0,0.4,7,89
CCOC(=O)C1CCCN(S(=O)(=O)c2cccc3nsnc23)C1 (centres undefined),105,4,3,5,115,2,1.6,4,106
Cn1c2ccccc2c2nnc(SC3CCOC3=O)nc21 (centres undefined),98,7,3,1,106,0,1.7,1,99
